Screens: PubChem, several laboratories
CSN deneddyl inh: inhibitors of human CSN-mediated cullin deneddylation; Purified CSN, SCF-Nedd8-OG deneddylation, fluorescence polarization; inhibition, % at 12.5 µM; hit rate 0.38% among 360,000; AID 651999;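 active = pattern-corrected inhibition above about 35%, with an unprinted fluorescence ratio check between 0.5 and 1.5, limit read from the data, passing the limit was not always enough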;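 also: 0% = enzyme with substrate and 100% = substrate without enzyme; some results filed as inactive read as strong as hits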
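Test system: Human Csn5 produced in HEK293T cells | Compound: 12.5 µM single point | Times: 90 min, room temperature | Signal: Fluorescence polarization readout | Read-out basis: % inhibition of substrate cleavage by Csn5 | Controls: no-enzyme wells high, enzyme-with-substrate wells low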
DNMT1 block: blocks human DNA methyltransferase DNMT1. P26358. hit rate 0.83% among 360,000. AID 588458. inhibition (reported as % activation of signal), % at 10 µM. DNMT1 molecular beacon, Hinp1I cleavage, fluorescence; in the data active = inhibition above about 50%
SUMO1-SIM PPI: SUMO1-SIM interaction modulation. P63165. SUMO1 binding to a labelled peptide, TR-FRET, 1 h. inhibition, % at 20 µM. hit rate 0.33% among 360,000. AID 602429; in the data active = inhibition above about 37%
Target sequence (P63165 whole entry, looked up): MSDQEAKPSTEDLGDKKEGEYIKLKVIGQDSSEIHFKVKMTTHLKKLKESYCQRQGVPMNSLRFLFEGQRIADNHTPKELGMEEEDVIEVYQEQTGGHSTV
MLLE-PAM2 inh: blocks PAM2 peptide binding to the PABP1 MLLE domain. P11940. GST-MLLE / FITC-PAM2 fluorescence polarization. inhibition, % at 20 µM. hit rate 0.36% among 360,000. AID 588489; in the data active = inhibition above about 35%, passing the limit was not always enough;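 also: plate controls were DMSO wells with GST-MLLE for no effect and wells lacking GST-MLLE protein for full effect; some results filed as inactive read as strong as hits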
NadD inh: blocks S. aureus nicotinate mononucleotide adenylyltransferase | hit rate 0.78% among 360,000 | AID 602399 | purified NadD enzyme, colorimetric absorbance read-out | inhibition, % at 20 µM; in the data active = inhibition above about 26%; also: some compounds past the cut are filed as inactive
Scp-1 inhibitor: blocks human Scp-1 phosphatase activity | Q9GZU7 | Recombinant Scp1, phosphopeptide, malachite green phosphate absorbance | inhibition, % at 20 µM | hit rate 0.88% among 340,000;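 active = inhibition above about 50% at 20 µM, limit read from the data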;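 also: plate controls were DMSO wells with enzyme for no effect and wells lacking enzyme for full effect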
Target sequence (Q9GZU7 76-261 limits assumed): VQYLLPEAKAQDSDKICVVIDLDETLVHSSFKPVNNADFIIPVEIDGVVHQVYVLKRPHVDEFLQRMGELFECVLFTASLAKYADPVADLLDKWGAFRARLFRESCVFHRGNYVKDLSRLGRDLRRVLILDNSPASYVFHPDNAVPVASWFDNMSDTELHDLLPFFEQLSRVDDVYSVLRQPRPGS
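Material: truncated SCP-1 phosphatase (76-261aa) / Buffer or medium: 50 mM Tris acetate pH 5.5, 0.005% Tween-20, 10 mM MgCl2 / Compound dosing: one concentration, 20 µM, with 1.0% DMSO / Incubation: 45 min room-temperature reaction, 5 min colour, 30 min stabiliser / Detection: colorimetric free-phosphate detection, absorbance 630 nm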
LMPTP block: LMPTP (human) inhibition | recombinant LMPTP-A, OMFP fluorogenic substrate, fluorescence intensity | inhibition, % at 20 µM | hit rate 0.22% among 360,000;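 active = compounds that cut the enzyme signal by at least half of the control window in the single-dose screen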;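 also: plate controls were DMSO wells with enzyme plus substrate for no effect and substrate without enzyme for full effect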
Target sequence (P24666 whole entry, looked up): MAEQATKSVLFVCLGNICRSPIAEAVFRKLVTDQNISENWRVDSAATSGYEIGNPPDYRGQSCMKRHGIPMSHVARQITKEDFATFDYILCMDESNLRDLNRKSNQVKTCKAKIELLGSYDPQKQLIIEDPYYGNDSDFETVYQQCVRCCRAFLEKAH
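Material: LMPTP-A; amount: 0.625 nM enzyme; doses: single 20 µM dose; times: reaction 50 min, room temperature, dark; technique: fluorescence intensity of OMFP turnover product; benchmarks: no-enzyme and uninhibited controls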
STEP block: blocks human striatal-enriched tyrosine phosphatase | inhibition, % at 20 µM | hit rate 0.25% among 360,000 | P54829 | recombinant STEP, OMFP fluorogenic substrate, fluorescence;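 active = inhibition at 20 µM, scaled per plate between control wells, above about 37%, limit read from the data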;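 also: 0% = DMSO with enzyme and substrate and 100% = substrate only without enzyme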
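Material: STEP (striatal-enriched tyrosine phosphatase) enzyme, cell-free | Medium: 50 mM Bis-Tris pH 6.0 with 2.5 mM DTT and 0.005% Tween 20 | Read-out: Percent inhibition scaled to no-enzyme and uninhibited-enzyme controls, plate-pattern corrected | Signal: Fluorescence read at 480 nm ex / 540 nm em | Times: 20 min reaction, room temperature, in the dark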
Rpn11 inh: blocks the human proteasome subunit Rpn11 | O00487 | human 26S proteasome, Ub4-pepOG fluorescence polarization; 20S core pre-blocked with epoxomicin | calls only at 20 µM | hit rate 0.59% among 360,000 | AID 588493;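 active = inhibition at 20 µM, scaled to each plate's controls, above about 33%, limit read from the data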
Target sequence (O00487 whole entry, looked up): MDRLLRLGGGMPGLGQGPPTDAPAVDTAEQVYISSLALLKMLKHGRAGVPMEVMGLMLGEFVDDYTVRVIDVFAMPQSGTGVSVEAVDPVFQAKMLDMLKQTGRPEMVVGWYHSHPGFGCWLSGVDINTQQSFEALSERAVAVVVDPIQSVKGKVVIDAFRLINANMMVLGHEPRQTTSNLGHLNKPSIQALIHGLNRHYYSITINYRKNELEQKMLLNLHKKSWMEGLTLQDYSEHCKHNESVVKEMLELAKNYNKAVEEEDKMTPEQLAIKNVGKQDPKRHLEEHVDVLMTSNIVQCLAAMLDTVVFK
TbMetRS inhib: blocks T. brucei methionyl-tRNA synthetase activity | purified T. brucei MetRS, ATP depletion, Kinase-Glo luminescence | hit rate 0.4% among 360,000 | inhibition, % at 11.9 µM;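 active = inhibition above a per-plate cutoff of the control wells' mean inhibition plus 3 SD, cut at about 5.5% in these data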;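 also: 0% = DMSO wells median and 100% = median of wells with control inhibitor compound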
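Material: parasite MetRS enzyme / Replication: singlicate, one well per compound / Signal: luminescence of leftover ATP / Schedule: 2 h aminoacylation at 25 °C after 15 min preincubation / Medium: HEPES-MgCl2-KCl buffer plus DTT, spermine, BSA, pyrophosphatase / Doses: 11.9 µM single point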
* marks the source's active call; other numbers are inactive results; i = inactive; . = not tested or not shown.

SMILES	CSN deneddyl inh	DNMT1 block	SUMO1-SIM PPI	MLLE-PAM2 inh	NadD inh	Scp-1 inhibitor	LMPTP block	STEP block	Rpn11 inh	TbMetRS inhib
COc1ccc(Br)cc1CNC(=O)C1CCCN(S(=O)(=O)N2CC(C)CC(C)C2)C1 (stereo not drawn)	4	-1	10	5	-9	-9	4.1	1	i	-0.6
Nc1ccnn1Cc1cccnc1	4	1	-4	1	11	-3	0.2	-5	i	-0.2
O=C(NC(=S)NC1CCCCC1)c1ccccc1	-2	-3	3	32	-1	-7	0.8	-1	i	-0.4
CCOc1cccc2cc(C(=O)NCc3ccc(Cl)cc3)c(=N)oc12	1	-2	-7	-106	2	-4	2.8	0	i	-0.1
O=C(CNCc1ccc(Cl)cc1)Nc1ccc2c(c1)OCCO2	8	-1	-1	-8	-8	-3	-0.2	-2	i	-0.7
CCOC(=O)N1CCC(NC(=O)c2cc(C(=O)NC3CCCC3)ccc2CO)CC1	2	6	1	-6	0	-7	-1.1	1	i	-0.5
Cc1cc(C)nc(/N=C(\NC(=O)C(C)(C)C)Nc2ccc(F)cc2)n1	1	1	-2	-1	-2	11	0.9	0	i	-0.1
O=[N+]([O-])c1ccccc1S(=O)(=O)Nc1cccc(-c2ccc3nncn3n2)c1	-3	1	-10	27	-1	5	1.0	-1	i	0.0
COc1cc(NC(=O)C2=C(N3CCOCC3)/C(=C/c3ccc(Cl)cc3)CC2)cc(OC)c1OC	4	-1	-7	-2	4	-13	2.8	-2	i	-0.3
CC(=O)c1c(C)[nH]c(C(=O)CN2CCN(S(=O)(=O)c3ccccc3)CC2)c1C	-2	0	4	18	0	-4	-0.7	2	i	-0.1
c1csc(CN2CCOCC2)c1	1	6	-5	-2	-1	-3	-2.1	0	i	-0.7
CC(=O)c1sc(NC(=O)COc2ccccc2)nc1C	-4	0	-6	2	0	-6	-0.9	-2	i	-0.5
CCCCN1C(=O)C(CC(=O)NCCCCc2ccccc2)CC(C(=O)N2CCCCCC2)=C1C (stereo not drawn)	-4	.	-2	.	8	.	0.3	.	.	-0.5
CCOc1ccc(NC(=O)CSc2nc(=O)n(Cc3cccnc3)c3c2CCC3)cc1	-4	2	13	-11	3	0	0.0	-2	i	-0.3
CCC(C)(C)C1CCC2(CC1)NC(=O)N(CC(=O)N(C)Cc1ccc(OC(F)F)cc1)C2=O (stereo not drawn)	4	-3	3	-1	-4	-7	-0.4	0	i	0.6
Cc1ccc(NC(=O)CCSc2nnc(-c3ccco3)o2)cc1	4	1	-1	8	-4	-5	-0.4	-3	i	0.1
O=C(COC(=O)c1ncc(Cl)c(Cl)c1Cl)NCCc1ccccc1	-2	1	1	0	-5	2	1.4	-1	i	-0.5
O=C(NCC1CCCO1)C(=O)N/N=C/c1cc(Cl)ccc1O (stereo not drawn)	-1	2	-7	1	-5	-5	-1.2	-1	i	0.3
Cc1ccc(S(=O)(=O)Nc2ccc(S(=O)(=O)Nc3nccs3)cc2)c([N+](=O)[O-])c1	0	-2	-13	-4	-5	7	-0.2	0	i	-0.2
CCCNC(=O)COc1ccc(S(=O)(=O)Nc2ccc(C)cc2)cc1	4	-1	-3	-6	-3	-4	-0.7	-2	i	-0.3
Cc1cccc(Oc2ccc(NC(=O)C3CC=CCC3C(=O)O)cc2)c1 (stereo not drawn)	0	0	1	-11	-2	-3	-0.3	-4	i	-0.5
COc1cccc(-c2nn(-c3ccccc3)cc2CN(C)Cc2c(C)nc3ccccn23)c1	-2	-1	6	4	-6	-4	3.4	3	i	-0.3
O=C(NCc1c(Cl)cccc1Oc1ccccc1)c1ccccc1	2	-1	2	7	-6	-10	1.3	-1	i	2.0
Cc1ccc(C)c(NC(=O)CN(C)S(=O)(=O)c2ccccc2)c1	3	2	-3	-4	-1	-5	-1.4	-7	i	-0.9
CCn1cc(Cl)c(C(=O)NNC(=O)CCn2cc([N+](=O)[O-])cn2)n1	2	10	-1	4	3	-5	-2.0	1	i	-0.5
COc1ccc(C)cc1S(=O)(=O)NCCN1CCOCC1	-5	2	2	7	-11	-9	-1.7	0	i	0.3
CC(=O)c1cnc2nc(SCc3ccccc3C)nn2c1C	4	1	-2	14	0	-9	0.6	2	i	0.7
N/C(=N\OC(=O)c1ccco1)c1ccccn1	-4	0	0	-2	-4	-4	-2.5	4	i	-0.8
COCCNC(=O)C(c1ccccc1)N(C(=O)Cn1nnc2ccccc21)c1cccnc1 (stereo not drawn)	1	7	-3	12	-7	-4	0.1	-2	i	0.4
COc1ccc(S(=O)(=O)N2CCC(C(=O)NN3CCCCC3)CC2)cc1OC	-3	3	-3	0	-2	-8	-0.4	0	i	-0.2
COc1ccc(C2(CCN)CC(C)N(C)CC2C)cc1 (stereo not drawn)	-2	-9	3	-2	2	-12	-12	-10	i	-1.6
O=C(c1ccco1)N1CCN(Cc2nnc(-c3cccc(Br)c3)o2)CC1	3	6	-2	9	-1	6	2.3	-2	i	-1.2
COc1ccc(CNC(=O)CCCNC(=O)c2ccc(Cl)cc2)cc1OC	-1	1	1	-4	-6	-2	-1.1	-4	i	-0.9
Cc1c(C(=O)N2CCN(S(=O)(=O)c3ccccc3)CC2)oc2ccccc12	2	0	3	-1	6	7	1.2	1	i	-0.2
COc1cccc(CN2CCNC(=O)C2CC(=O)N(C)CCC2CCOCC2)c1 (stereo not drawn)	-4	-6	0	2	-5	-9	-0.1	-4	i	-0.3
COc1cc(NC(=O)c2nn(C)c3c2CS(=O)(=O)c2ccccc2-3)cc(OC)c1	-8	0	-5	-4	-24	3	1.9	0	i	0.3
Cc1cc(=O)oc2c3c(cc(OCC(=O)N[C@@H](CC(C)C)C(=O)O)c12)OC(C)(C)CC3	1	1	7	5	-1	-19	-1.5	-1	i	-0.8

15 compounds out of the list, ordered by molecular weight, smallest number first:
SMILES	CSN deneddyl inh	DNMT1 block	SUMO1-SIM PPI	MLLE-PAM2 inh	NadD inh	Scp-1 inhibitor	LMPTP block	STEP block	Rpn11 inh	TbMetRS inhib
N/C(=N\OC(=O)c1ccco1)c1ccccn1	-4	0	0	-2	-4	-4	-2.5	4	i	-0.8
O=C(NC(=S)NC1CCCCC1)c1ccccc1	-2	-3	3	32	-1	-7	0.8	-1	i	-0.4
O=C(NCC1CCCO1)C(=O)N/N=C/c1cc(Cl)ccc1O (stereo not drawn)	-1	2	-7	1	-5	-5	-1.2	-1	i	0.3
O=C(CNCc1ccc(Cl)cc1)Nc1ccc2c(c1)OCCO2	8	-1	-1	-8	-8	-3	-0.2	-2	i	-0.7
Cc1cc(C)nc(/N=C(\NC(=O)C(C)(C)C)Nc2ccc(F)cc2)n1	1	1	-2	-1	-2	11	0.9	0	i	-0.1
Cc1c(C(=O)N2CCN(S(=O)(=O)c3ccccc3)CC2)oc2ccccc12	2	0	3	-1	6	7	1.2	1	i	-0.2
COc1ccc(CNC(=O)CCCNC(=O)c2ccc(Cl)cc2)cc1OC	-1	1	1	-4	-6	-2	-1.1	-4	i	-0.9
O=[N+]([O-])c1ccccc1S(=O)(=O)Nc1cccc(-c2ccc3nncn3n2)c1	-3	1	-10	27	-1	5	1.0	-1	i	0.0
CC(=O)c1c(C)[nH]c(C(=O)CN2CCN(S(=O)(=O)c3ccccc3)CC2)c1C	-2	0	4	18	0	-4	-0.7	2	i	-0.1
COc1ccc(S(=O)(=O)N2CCC(C(=O)NN3CCCCC3)CC2)cc1OC	-3	3	-3	0	-2	-8	-0.4	0	i	-0.2
O=C(c1ccco1)N1CCN(Cc2nnc(-c3cccc(Br)c3)o2)CC1	3	6	-2	9	-1	6	2.3	-2	i	-1.2
Cc1cc(=O)oc2c3c(cc(OCC(=O)N[C@@H](CC(C)C)C(=O)O)c12)OC(C)(C)CC3	1	1	7	5	-1	-19	-1.5	-1	i	-0.8
CCOc1ccc(NC(=O)CSc2nc(=O)n(Cc3cccnc3)c3c2CCC3)cc1	-4	2	13	-11	3	0	0.0	-2	i	-0.3
COc1cccc(-c2nn(-c3ccccc3)cc2CN(C)Cc2c(C)nc3ccccn23)c1	-2	-1	6	4	-6	-4	3.4	3	i	-0.3
COc1ccc(Br)cc1CNC(=O)C1CCCN(S(=O)(=O)N2CC(C)CC(C)C2)C1 (stereo not drawn)	4	-1	10	5	-9	-9	4.1	1	i	-0.6
